Gal4-VP16 FLuc: counter-screen for ROR gamma inhibitors: Gal4-VP16 reporter; Drosophila S2 Gal4-VP16 UAS-luciferase, luminescence, 20 h; Potency, µM (doses to about 53.6 µM), for inactives: at the highest dose activity, negative = inhibition, usual class: inhibitors; hit rate 3.5% among 310,000; AID 2546;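 also: Gal4-VP16 expression switched on by copper sulfate through the metallothionein promoter; % is scaled to controls: 0 for no effect and ±100 for the full control effect; nearly all actives have a fitted effect of over 50% in size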
uPA surface inh: inhibitors of cell surface uPA generation | cell surface uPA generation assay, qHTS | Potency, µM (highest dose often 38.3 µM), inactives show top-dose activity change, negative = inhibition, actives largely listed as inhibitors | hit rate 0.31% among 330,000 | AID 540303; active = well fitted inhibition curve with a large enough effect; inconclusive = small, poorly fitted or top-dose-only effect; inactive = no such curve, though single readings can be large or run the other way; tested in mouse RAW 264.7 cells; also: % is scaled to controls: 0 for no effect and ±100 for the full control effect; nearly all actives have a fitted effect of over 55% in size
RORg inh: inhibitors of mouse ROR gamma transcriptional activity; P51450; Drosophila S2 Gal4-RORgamma UAS-luciferase reporter, 20 h; Potency, µM (titrated, usually from 53.6 µM), inactives show at the top dose activity change, negative = inhibition, hits mostly inhibitors; hit rate 5.4% among 310,000; also: % is scaled to controls: 0 for no effect and ±100 for the full control effect; nearly all actives have a fitted effect of over 60% in size
Target sequence (P51450 whole entry, looked up, the tested form may be a part): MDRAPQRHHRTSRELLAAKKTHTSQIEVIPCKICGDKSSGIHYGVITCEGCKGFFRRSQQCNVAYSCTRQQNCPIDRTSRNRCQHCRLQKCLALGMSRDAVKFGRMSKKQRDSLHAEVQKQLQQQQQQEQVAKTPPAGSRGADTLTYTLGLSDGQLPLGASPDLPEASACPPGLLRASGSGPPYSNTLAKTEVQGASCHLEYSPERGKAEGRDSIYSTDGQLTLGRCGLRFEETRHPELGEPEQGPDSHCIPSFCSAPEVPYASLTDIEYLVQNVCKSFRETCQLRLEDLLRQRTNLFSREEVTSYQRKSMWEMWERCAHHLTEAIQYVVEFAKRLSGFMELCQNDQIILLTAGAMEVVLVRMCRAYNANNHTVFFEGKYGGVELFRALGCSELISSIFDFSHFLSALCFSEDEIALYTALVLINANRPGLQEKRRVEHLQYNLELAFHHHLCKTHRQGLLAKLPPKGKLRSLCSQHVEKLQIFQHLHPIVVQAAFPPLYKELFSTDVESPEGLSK
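Stably transfected Drosophila Schneider cells are the test system, with ROR gamma fused to Gal4 and luciferase under UAS control; luminescence is read after 20 hr of 700 uM copper sulfate induction at ambient temperature.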
ELG1 genotox: genotoxicity induction in ELG1-luciferase HEK293T cells; Potency, µM (doses to about 46 µM), for the others: at the top dose activity change, positive = activation, actives largely listed as activators; AID 504466; HEK293T ELG1-luciferase reporter, luminescence, 16 h; hit rate 1.3% among 330,000; also: % of control where 0% means no effect; nearly all actives have a fitted effect of over 60% in size
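Genotoxicity was scored as increased ELG1-luciferase reporter signal, measured by ONE-Glo luminescence (30 min, room temperature). Compound or vehicle exposure of the HEK293T reporter cells lasted 16 hr at 37°C.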
FLuc modulator: inhibits or activates purified firefly luciferase, miR-21 counter-screen | P08659 | purified FLuc, Km substrates, luminescence inhibition | Potency, µM (top dose mostly 57.5 µM), without a hit: top-dose activity change, negative = inhibition, hits mostly inhibitors | hit rate 6.9% among 360,000 | AID 588342;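 also: plate controls were vehicle for no effect and reference inhibitor for full effect; nearly all actives have a fitted effect of over 55% in size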
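Purified P. pyralis luciferase (10nM final) with 10uM D-luciferin and 10uM ATP (Km levels) in 50mM Tris acetate pH 7.5, 10mM Mg acetate, 0.01% Tween-20, 0.05% BSA; qHTS 6-point titration, ~60 µM downward; luminescence read.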
MBNL1-CUG inh: blocks human MBNL1 binding to CUG repeat RNA | Q9NR56 | TR-FRET MBNL1-His/biotin-(CUG)12 binding, 665/545 ratio | Potency, µM (titrated, usually from 57.5 µM), for the others: at the highest dose activity change, negative = inhibition, actives largely listed as inhibitors | hit rate 0.036% among 280,000 | AID 2675; active = well fitted inhibition curve with a large enough effect in the signal ratio, with a control signal flat, not every such curve was filed as active; inconclusive = small, poorly fitted or top-dose-only effect, or effect the other way, or a change in a side signal; inactive = no such curve, though single readings can be large or run the other way; the % refers to the signal ratio; also: % is scaled to controls: 0 for no effect and ±100 for the full control effect
Target sequence (Q9NR56 whole entry, looked up): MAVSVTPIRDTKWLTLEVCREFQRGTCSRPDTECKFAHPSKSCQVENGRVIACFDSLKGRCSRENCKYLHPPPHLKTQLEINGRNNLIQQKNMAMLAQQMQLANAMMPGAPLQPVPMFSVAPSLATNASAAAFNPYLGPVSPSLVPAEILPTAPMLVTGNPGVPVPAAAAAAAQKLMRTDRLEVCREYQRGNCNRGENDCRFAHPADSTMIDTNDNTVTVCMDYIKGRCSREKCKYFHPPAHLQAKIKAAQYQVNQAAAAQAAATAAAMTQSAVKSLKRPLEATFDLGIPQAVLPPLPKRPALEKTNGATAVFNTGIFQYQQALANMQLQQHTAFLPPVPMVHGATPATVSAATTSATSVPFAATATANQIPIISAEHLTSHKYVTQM
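His-tagged MBNL1 binding to biotinylated (CUG)12 RNA was measured by TR-FRET using terbium anti-His antibody (0.055 ng/ul final) and streptavidin-XL665 (5 nM final). Compounds were titrated 92 nM to 58 uM; 60 min at room temperature.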
BRCA1 expr up: activators of BRCA1 expression; MCF7-BRCA1-FFLuc reporter, luminescence, 48 h; response scale: scaled: vehicle 0%, 10 µM genistein 100%; Potency, µM (series often up to 46.1 µM), without a hit: at the highest dose activation, most hits filed as activators; hit rate 1.1% among 380,000; AID 624202; also: nearly all actives have a fitted effect of over 80% in size; some results filed as inactive show a strong effect at the top dose
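Luminescence from a BRCA1-driven firefly luciferase in MCF7 cells was read after 48 h compound exposure at 37 C. Data normalized against DMSO and a 10microM genistein activation control, then curve-fitted across the titration.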
Rab9 prom act: activators of Rab9 promoter; Huh7 Rab9 promoter-luciferase reporter, luminescence, 24 h; Potency, µM (series often up to 9.22 µM), inactives show at the top dose activation, negative = inhibition, actives largely listed as activators; hit rate 2.8% among 320,000; also: % of control where 0% means no effect; nearly all actives have a fitted effect of over 60% in size
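Cell-based reporter: Huh7 stable for Rab9 promoter-driven luciferase, plated in reduced-serum medium with 10% FBS at 1500 cells/well, compound-treated 24 h at 37 °C, luminescence read after 10 min reagent.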
NPC1 prom act: NPC1 promoter activation; AID 485313; Potency, µM (titrated, usually from 9.22 µM), for the others: at the top dose activation, most hits filed as activators; hit rate 2.4% among 320,000; Huh7 NPC1 promoter luciferase reporter, 24 h;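 also: % of control where 0% means no effect; nearly all actives have a fitted effect of over 60% in size; reporter is driven by a mutant NPC1 promoter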
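Stable NPC1-promoter luciferase Huh7 line; cpd (DMSO) 24 h, 37 °C, 5% CO2; Amplite luciferase reagent 10 min RT; luminescence readout. qHTS format.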
p53 reactivator: mutant p53 re-activation in reporter cells; H1299 p53-A138V BP100-luciferase reporter, luminescence, 24 h; Potency, µM (titrated, usually from 92.2 µM), without a hit: at the top dose activity change, positive = activation, actives largely listed as activators; hit rate 0.063% among 320,000; also: % of control where 0% means no effect; nearly all actives have a fitted effect of over 45% in size
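p53-null H1299 cells stably carrying temperature-sensitive p53-A138V and a BP100-luciferase reporter were pinned with compounds (4-point, 1:5 series) and held 24 hrs at 37 deg C. Luminescence was read 10 min after detection reagent.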
Active calls of the source: *; ? = inconclusive; · = no result given; [ ] = dose if it differs, or a comment. Unless noted, calls follow the shape of the dose curve; as a rule, active = well fitted curve in the direction sought with a large enough effect; inconclusive = small, poorly fitted or top-dose-only effect, or another doubt; inactive = no such curve, though single readings can be large; an effect the other way counts as inactive or inconclusive. Potency is read from the fitted curve at half-maximal effect.

Start of the listing, in advance, two compounds:
SMILES | Gal4-VP16 FLuc | uPA surface inh | RORg inh | ELG1 genotox | FLuc modulator | MBNL1-CUG inh | BRCA1 expr up | Rab9 prom act | NPC1 prom act | p53 reactivator
CCOc1ccc(CCN2C(=O)C3C4C=CC(C4)C3C2=O)cc1OCC (stereo unspecified) | -3% | 3% | ? | -2% | 5% | ? | -17% | 2% | -6% | 3%
CS(=O)c1ccccc1-c1nc(-c2cc(C(F)(F)F)cc(C(F)(F)F)c2)no1 (stereo unspecified) | 3% | 6% | -4% | -4% | 4% | 0% | -13% | -3% | -1% | 1%

The list itself, previewed entries included:
SMILES | Gal4-VP16 FLuc | uPA surface inh | RORg inh | ELG1 genotox | FLuc modulator | MBNL1-CUG inh | BRCA1 expr up | Rab9 prom act | NPC1 prom act | p53 reactivator
CCOc1ccc(CCN2C(=O)C3C4C=CC(C4)C3C2=O)cc1OCC (stereo unspecified) | -3% | 3% | ? | -2% | 5% | ? | -17% | 2% | -6% | 3%
CS(=O)c1ccccc1-c1nc(-c2cc(C(F)(F)F)cc(C(F)(F)F)c2)no1 (stereo unspecified) | 3% | 6% | -4% | -4% | 4% | 0% | -13% | -3% | -1% | 1%
CCOc1cccc(OCCCCn2cnc3ccccc3c2=O)c1 | 0% | 3% | 31% | -3% | 1% | -10% | 2% | -1% | -4% | 5%
O=C(C[n+]1cc(-c2ccc(Br)cc2)n2c1CCCCC2)c1ccccc1 | -2% | -5% | 44% | -3% | 0% | -1% | -20% | 1% | -5% | 1%
CCOC(=O)C1CCN(C(=O)c2cc(C(C)(C)C)nn2Cc2ccccc2)CC1 | -10% | 23% | 10% | -5% | 0% | · | -10% | -7% | 1% | 4%
Cc1ccc(C)c(OCc2nnc(NC(=O)c3ccc4c(c3)OCO4)s2)c1 | -2% | 5% | 0% | ? | 1% | 3% | 6% | 0% | 2% | -1%
O=C(Nc1ccc2c(c1)OCCO2)C1CCCN(S(=O)(=O)c2cccc3nsnc23)C1 (stereo unspecified) | -2% | 9% | 10% | 2% | ? | ? | 10% | -2% | 6% | 3%
CCn1c(=O)cc(SCC(=O)NCc2ccc3c(c2)OCO3)c2ccccc21 | -3% | · | -24% | 4% | 4% | -1% | 9% | 7% | -2% | -13%
CC(NC(=O)COc1ccccc1)C(=O)NCc1ccc(S(N)(=O)=O)cc1 (stereo unspecified) | · | 0% | · | 0% | · | · | -13% | · | · | -7%
Cn1nnnc1SCC(=O)NNC(=O)c1ccc(Br)cc1 | 0% | 2% | -11% | 2% | -7% | 2% | 7% | -3% | 0% | 5%
Cc1csc(NC(=O)CSc2ncc(-c3ccccc3)[nH]2)n1 | 25% | 6% | -4%[10 µM] | 6% | ? | · | 1% | -2% | 8% | -1%
CCC(C)NC(=O)CN1C(=O)CSc2ccc(S(=O)(=O)N3CCCC3)cc21 (stereo unspecified) | 0% | -6% | -8% | 0%[9.26 µM] | -2% | -11% | 10% | -1% | -4% | -4%
CC(C)=C1C(=O)NN(c2ccc(C)c(Cl)c2)C1=O | ? | -2% | 5% | 5% | 1% | 1% | 1% | -1% | -6% | -1%
CSc1ccc(S(=O)(=O)N2CCC(C(=O)NCc3ccncc3)CC2)cc1 | -10% | 8% | 18% | -4% | -2% | 1% | -13% | -2% | 1% | -4%
CCOC(=O)C1CCCN(CC(O)COC(c2ccccc2)c2ccccc2)C1 (stereo unspecified) | 3% | -4% | -3% | -6% | 2% | -1% | 7% | -5% | -3% | -2%
O=C(NNc1nc2ccccc2s1)Nc1ccc(Cl)c(Cl)c1 | ? | 5% | 0% | 2% | ? | 4% | -37% | -6% | 2% | 15%
CC(C)c1ccc(S(=O)(=O)N2CCN(C(=O)C3=COCCO3)CC2)cc1 | · | -16% | · | -2% | · | · | -19% | · | · | -8%
O=C(CCNC(=O)c1ccccc1)NCCCc1ccccc1 | · | -12% | · | 1% | 6% | · | 3% | -4% | -3% | 15%
CS(=O)(=O)c1ccc2nc(NC(=O)Oc3ccccc3)sc2c1 | 0% | -3% | -4% | 4% | ? | 2% | -2% | -4% | 2% | 42%
Cc1ccccc1-n1c(SCc2ccccn2)nc2n[nH]c(C)c2c1=N | ? | -5% | ? | -9% | 2% | 23% | -65% | -29% | 0% | -18%
CCOC(=O)N1CCN(S(=O)(=O)c2ccc3[nH]cc(C(=O)O)c(=O)c3c2)CC1 | -2% | 3% | -6% | 2% | 3% | -4% | 5% | -6% | -5% | 6%
O=C(Cc1cc(=O)[nH]c(=O)[nH]1)NCC1CCCO1 (stereo unspecified) | -4% | 14% | -10% | -1% | 0% | 17% | 0% | 2% | -3% | 5%
COc1ccc(-c2noc(CCC(=O)N3CCN(c4ccccc4)CC3)n2)cc1 | · | -5% | · | 6% | · | · | -1% | · | · | 0%
CCOc1ccc(/C=C/[N+](=O)[O-])c2ccccc12 | ? | · | ? | 9% | ? | -1% | -92% | 4% | -6% | -10%
CC(NC(=O)c1ccccc1F)C12CC3CC(CC(C3)C1)C2 (stereo unspecified) | · | -10% | · | -3% | 0% | · | 0% | -4% | -2% | -6%
N#CCC(=O)Nc1nc(-c2ccc3c(c2)OCCO3)cs1 | 3% | -20% | 11% | ? | 7.6µM* | 14% | ? | 3.5µM* | ? | 0%
Cc1cccc[n+]1CC(=O)Nc1ccc([N+](=O)[O-])cc1Cl | 0% | 1% | -3% | -3% | -1% | ? | -36% | 3% | 3% | -3%
Cc1ccc(NC2=NC(c3ccccc3)n3c(nc(C)cc3=O)N2)c(C)c1 (stereo unspecified) | -1% | · | -21% | 0% | 3% | -6% | 3% | 0% | -1% | 1%
S=c1[nH]nc(C2CC2)n1Cc1ccco1 | 4% | · | -16% | 1% | -1% | -2% | 4% | -3% | 0% | -5%
O=C(O)CNC(=O)c1cccc(C(F)(F)F)c1 | 0% | -5% | -11% | 5% | 6% | 1% | -16% | -6% | -2% | -3%
COc1ccc(/C=C2\SC(=S)N(CCC(=O)Nc3ccccn3)C2=O)cc1OC | -17% | 2% | -39% | 13% | ? | 4% | -23% | 1% | -32%[inhibitor] | 4%
COc1cc(OC)c2c(c1)OC(=O)CC2c1cc(OC)c(OC)c(OC)c1 (stereo unspecified) | -1% | 4% | 12% | 8% | · | · | 16% | · | · | -6%
COc1ccc(S(=O)(=O)N2CCC(C(=O)NCC3CC3)CC2)cc1 | 3% | 5% | -4% | 2% | 1% | -3% | 1% | -3% | -1% | 7%
Cc1ccc(S(=O)(=O)N2CCCCC2)cc1NS(=O)(=O)c1cccc(C(=O)O)c1 | -4% | 1% | -6% | 3% | 7% | 0% | -9% | -3% | 0% | 0%
CCOc1ccc(OCC)c(S(=O)(=O)NCc2ccccc2)c1 | 5% | 1% | 1% | 0% | 0% | 1% | -12% | -2% | -4% | -4%
COc1ccc(NC(=O)c2ccc3nc(C)sc3c2)cc1 | -14% | -2% | 16% | ? | ? | 5% | 52% | 1µM* | 1µM* | -2%
C=CCN1C(=O)/C(=C2/Sc3ccc(OC)cc3N2C)SC1=NCc1ccccc1 | -18% | 12% | 8% | 2% | -1% | 25% | 16% | 0% | -3% | 2%
O=S(=O)(NCCN1CCOCC1)c1ccc2ccccc2c1 | · | 6% | · | 1% | · | · | 11% | · | · | -2%
NC(=O)SCC(=O)Nc1ccc(Cl)cc1 | -23% | -9% | ? | -4% | 2% | 2% | 0% | 0% | 0% | -8%
COc1ccc(C(=O)N[C@H](C(=O)NCC2CCCCC2)C(C)C)cc1 | 5% | 3% | 6% | -3% | 4% | -8% | 17% | 0% | 2% | ?
COc1cccc(C(=O)NC2C(=O)N3C(C(=O)O)=C(COC(C)=O)CSC23)c1 (stereo unspecified) | · | -8% | · | 0% | 21µM* | · | -38% | -2% | 0% | 11%
Cc1ccc(-c2nnn(CC(=O)N(Cc3ccco3)C(C(=O)NC3CCCC3)c3cccs3)n2)o1 (stereo unspecified) | -10% | 0% | -8% | 0% | -1% | 1% | -19% | -3% | -7% | -9%
O=c1oc2ccccc2c(O)c1Cc1cc(Cl)c2cccnc2c1O | 1.1µM* | -2% | 0.79µM* | -5% | -16% | 16% | -84% | 3% | 3% | 3%
Cc1cccc(-n2c(SCC(=O)N3CC(=O)Nc4ccccc43)nc3ccccc3c2=O)c1C | 0% | 9% | ? | -10% | -2% | 2% | -47% | -1% | -4% | -34%[inhibitor]
O=C(CCNC(=O)C1CCN(S(=O)(=O)c2ccc(F)cc2)CC1)NC1CC1 | -13% | 0% | -1% | 0% | -1% | -2% | 19% | -1% | -4% | 6%
CC(C)CC(=O)N1CC(C)N(C(=O)CC(C)C)CC1C (stereo unspecified) | 2% | · | -3% | -1% | 15% | 187%[activator] | · | -3% | -2% | 3%
Cc1cc(N2CCC(C)CC2)nc(SCC(=O)c2ccccc2)n1 | -12% | -6% | ? | -6% | -14% | 4% | 0% | -3% | -2% | -8%
Cc1cccc(OCC(=O)N/N=C2/SCC(=O)N2Cc2ccco2)c1 | 6% | 3% | 2% | 0% | -3% | 1% | -3% | 2% | -1% | 2%

Screening data deposited in PubChem by National Center for Advancing Translational Sciences (NCATS).
